From PubChem
TNAP inh hiacc – human TNAP enzyme inhibitors, primary screen, biochemical, luminescent, high phosphate acceptor level, uHTS; Alkaline phosphatase, tissue-nonspecific isozyme (Homo sapiens), P05186; purified TNAP, CDP-star luminescence, 1 M DEA; inhibition, % at 20 µM; 200,000 tested, 0.03% active; AID 1135, 2008;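 active means over 50% inhibition of tissue-nonspecific alkaline phosphatase at 20 µM in the single-dose screen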;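 further: plate controls were DMSO wells for no effect and EDTA-quenched wells as full inhibition for full effect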
Target sequence (P05186 whole entry, looked up): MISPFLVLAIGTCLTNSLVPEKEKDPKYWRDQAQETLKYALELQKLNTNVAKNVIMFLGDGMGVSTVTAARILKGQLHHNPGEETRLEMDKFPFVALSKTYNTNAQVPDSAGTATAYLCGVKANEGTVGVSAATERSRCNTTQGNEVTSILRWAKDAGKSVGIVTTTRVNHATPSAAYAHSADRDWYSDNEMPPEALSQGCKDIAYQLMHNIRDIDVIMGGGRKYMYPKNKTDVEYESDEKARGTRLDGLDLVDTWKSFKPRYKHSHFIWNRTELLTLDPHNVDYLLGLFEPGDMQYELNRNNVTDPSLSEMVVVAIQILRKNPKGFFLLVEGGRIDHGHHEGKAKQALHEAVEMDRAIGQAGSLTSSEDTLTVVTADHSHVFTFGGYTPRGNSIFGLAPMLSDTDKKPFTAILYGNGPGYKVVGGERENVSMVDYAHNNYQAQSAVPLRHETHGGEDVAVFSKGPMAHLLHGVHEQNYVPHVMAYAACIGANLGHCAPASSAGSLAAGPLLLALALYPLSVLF
FLuc stim CS – FLuc activators, initial screening, artefact control for FLuc-dependent activation tests, biochemical, ATPlite luminescence | Luciferin 4-monooxygenase (Photinus pyralis), P08659 | ATPlite luciferase biochemical, 10 min; 0 = ATP-free wells, 1 = DMSO control | activation factor at 10 µM | 200,000 tested, under 10 active | AID 1027, 2008;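 active means luciferase activation factor, scaled between plate controls, of at least 2 with compound at 10 µM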
Target sequence (P08659 whole entry, looked up): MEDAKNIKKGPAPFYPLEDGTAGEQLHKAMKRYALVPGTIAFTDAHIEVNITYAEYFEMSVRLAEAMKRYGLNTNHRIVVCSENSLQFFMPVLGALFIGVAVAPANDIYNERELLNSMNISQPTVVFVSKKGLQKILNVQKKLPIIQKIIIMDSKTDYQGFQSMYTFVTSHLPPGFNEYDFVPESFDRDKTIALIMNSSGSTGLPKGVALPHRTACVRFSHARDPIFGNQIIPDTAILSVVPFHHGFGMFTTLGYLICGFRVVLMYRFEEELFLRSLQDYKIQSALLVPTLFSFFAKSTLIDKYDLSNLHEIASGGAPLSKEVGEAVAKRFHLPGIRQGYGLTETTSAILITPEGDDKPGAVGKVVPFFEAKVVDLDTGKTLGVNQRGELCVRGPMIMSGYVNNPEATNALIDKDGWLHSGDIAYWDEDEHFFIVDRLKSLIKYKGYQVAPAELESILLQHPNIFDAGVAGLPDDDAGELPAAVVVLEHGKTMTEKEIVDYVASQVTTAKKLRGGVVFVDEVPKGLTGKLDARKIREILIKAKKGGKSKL
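Assay system: Luciferase/luciferin detection reagent, cell-free biochemical luciferase assay / Read-out: luciferase activation / Benchmarks: No-ATP low control, compound-free enzyme-plus-ATP high control / Medium: PBS buffer for ATP / Detection: luminescence measurement of luciferase light output / Schedule: 10 min at ambient temperature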
Lmaj promast – Leishmania major promastigote growth inhibition, primary screen. Leishmania major promastigotes, resazurin fluorescence viability. inhibition, % at 10 µM. 200,000 tested, 9% active; in the data active means inhibition above about 50%;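 further: promastigotes grown with compound for 44 hours at 28 °C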
bIAP act – bovine intestinal alkaline phosphatase activators, primary screen, biochemical, bovine IAP, CDP-star luminescence | alkaline phosphatase, intestinal [Bos taurus] | AID 1016, 2008 | activation factor at 20 µM | 200,000 tested, 0.17% active | purified bovine IAP, 30 min; hits give high values; fold of DMSO-control signal, blank-subtracted;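 active means activation factor of 2 or more at 20 µM, a signal rise over negative controls twice the positive control's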
TNAP inh noacc – human TNAP enzyme inhibitors, primary screen, biochemical, luminescent, no phosphate acceptor, uHTS; purified TNAP, CDP-star luminescence, 30 min; 200,000 tested, 0.26% active; Alkaline phosphatase, tissue-nonspecific isozyme (Homo sapiens), P05186; inhibition, % at 20 µM; AID 1012, 2008;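 active means tissue-nonspecific alkaline phosphatase inhibition above about 50% at 20 µM in the single-dose screen, limit read from the data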;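 further: 0% = DMSO negative control and 100% = EDTA positive control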
TNAP act hi DEA – TNAP activators at high phosphate acceptor level, primary screen, biochemical, luminescence, uHTS | activation factor at 20 µM | purified TNAP, CDP-star luminescence, 1 M DEA, 30 min; hits give high values; 0 = EDTA background, 1 = DMSO-only activity | Alkaline phosphatase, tissue-nonspecific isozyme (Homo sapiens), P05186 | 200,000 tested, under 10 active;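 active means activation factor at least 2 at 20 µM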
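system = human TNAP | amount = enzyme diluted 1/800 final | reagent = 100 µM CDP-star substrate | signal = luminescent substrate turnover signal | dosing = one dose, 20 µM | benchmarks = EDTA negative control, DMSO positive control | measure = activation factor | timing = 30 min reaction, room temperature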
FLuc inh counter – firefly luciferase enzyme inhibitors, primary screen, artefact control for luciferase-based inhibitor screens, biochemical, luminescence, ATPLite; 10 min; Luciferin 4-monooxygenase (Photinus pyralis), P08659; 200,000 tested, 1.5% active; inhibition, % at 10 µM;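 active means inhibition above about 50% when tested at 10 µM, limit read from the data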
APP transl inh – inhibitors of APP translation via 5'UTR reporter, primary screen, APP 5'UTR luciferase, SH-SY5Y cells; 190,000 tested, 0.82% active; inhibition, % at 2 µM; SH-SY5Y APP 5'UTR-luciferase reporter, luminescence;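 active means inhibition above a set limit, derived from the sample mean plus 3 SD, cut at about 45% in these data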; further: values of inactives mirror those of a sister screen read the other way
RAM inhibit – inhibitors of the yeast RAM network, primary screen, dse1pr::URA3 reporter, 5-FOA selection; S. cerevisiae dse1pr::URA3 reporter, 5-FOA growth OD615, 2 d; analog-sensitive cbk1-as2 kinase mutant strain; inhibition, % at 50 µM; 190,000 tested, 1.8% active; AID 868, 2007;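 active means inhibition above a set limit, 3 SD over mean compound inhibition, cut at about 8.4% in these data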;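 further: 0% = DMSO-only wells with no growth and 100% = 10 µM 1-NA-PP1 full growth; inhibition rescues growth on 5-FOA so higher OD means more RAM inhibition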
bIAP inh – bovine intestinal alkaline phosphatase inhibitors, primary screen, selectivity assay for TNAP inhibitor project, biochemical, bovine IAP, CDP-star luminescence; alkaline phosphatase, intestinal [Bos taurus]; purified bovine IAP, 30 min; inhibition, % at 20 µM; 190,000 tested, under 10 active;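 active means over 50% inhibition of intestinal alkaline phosphatase at 20 µM in the single-dose screen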
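Assay system – bovine IAP enzyme · Quantity – bovine IAP at 1/65,000,000 final dilution · Detection – CDP-star luminescence signal · Times – 30 min reaction at room temperature · Also added – CDP-star substrate at 30 µM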
* = called active by the depositor; . = not tested or not shown. Compounds were not picked by outcome; any-hit rate near 13%.

The line under a structure holds: TNAP inh hiacc	FLuc stim CS	Lmaj promast	bIAP act	TNAP inh noacc	TNAP act hi DEA	FLuc inh counter	APP transl inh	RAM inhibit	bIAP inh
- O=C(Nc1cccc2c1CCCC2)c1ccc(Br)o1
  -7	1.1	2	0.8	-9	1.1	-9	7	1.0	16
- O=C(O)c1ccc(-n2nnnc2Oc2ccccc2C(=O)N2CCOCC2)cc1
  -6	1	-6	1	-12	1.1	-3	-5	2.6	-2
- CC(=O)C1=C(O)C(=O)N(c2cccnc2)C1c1ccc(Cl)cc1 (stereo not given)
  -5	1	-4	0.9	-16	1.1	-2	12	2.7	10
- COc1cccc(NC(=O)CSc2nc3c(c(=O)n2C)SC(C)C3)c1 (stereo not given)
  -1	1	-5	0.9	4	1	-4	-1	0.1	11
- COc1cc(/C=C/C(=O)O)cc(S(=O)(=O)NCc2ccc3c(c2)OCO3)c1OC
  -8	1	-5	1	-9	1.1	-2	-4	1.9	1
- Cc1ccc(NC(=S)NCCc2ccc(F)cc2)c(C)c1
  2	1	10	0.9	-3	1	-5	-15	2.5	14
- c1ccc(OCc2nn3c(-c4ccco4)nnc3s2)cc1
  -3	1.1	0	0.9	-13	1	-6	-4	-0.9	12
- O=C(Nc1ccc2c(c1)OCO2)N1CCN(S(=O)(=O)c2ccc(Cl)cc2)CC1
  -2	1	-3	1	-9	1	-3	-59	2.3	-1
- CCOC(=O)c1cnc(Nc2nc3ccccc3o2)nc1CSC(=S)N1CCCCC1
  -5	0.9	57*	0.5	-16	1	12	13	4.5	50
- COc1ccc(N2CCN(C(=O)CN=C3NS(=O)(=O)C(c4ccc(C)cc4)=C3C)CC2)cc1
  1	1	-9	1	-2	1	4	-6	0.7	3
- CC(=O)Nc1ccccc1C(=O)C(=O)Nc1ccc(C)c(C)c1
  1	0.9	48	0.9	-3	1	9	-81	0.0	8
- Cc1csc2nc(CNC(=O)C3CCCCC3)cn12
  -2	1.1	-5	0.9	-11	1	-8	-18	1.4	13
- Fc1cccc(Cc2noc(CN3CCCCC3c3ccccn3)n2)c1 (stereo not given)
  -1	1	-1	1	-2	1	-4	1	0.5	3
- O=C(c1nsc(Cl)c1Cl)N1CCCCC1
  -6	1	-2	1	-12	1.1	-1	-1	1.2	-4
- CCOc1cc(CN2CCN(c3cccc(C(F)(F)F)c3)CC2)ccc1O
  -1	1	21	0.9	-8	1	0	-3	0.5	8
- CCCCc1cc(=O)oc2cc(C)cc(O)c12
  -2	1.1	82*	1	-3	1	-9	-24	4.0	-2
- COC(=O)c1ccccc1NC(=S)N(Cc1ccc2c(c1)OCO2)Cc1cc2ccc(C)cc2[nH]c1=O
  -4	1.1	97*	1.1	-4	1	-9	7	5.3	-9
- COCCn1c(SCCCC(=O)c2ccc(Br)cc2)nnc1-c1ccncc1
  -6	1	7	1	-15	1.1	-1	11	0.9	4
- CCn1c(C)c(CCC(=O)O)c(=O)n2nc(-c3ccccc3OC)cc12
  -1	1	2	0.9	-7	1	-3	-2	0.5	7
- NC(=O)CSc1ccc(F)cc1
  -2	1.1	4	1	-15	1	-6	-10	-0.5	0
- COC(=O)C1=C(C)Nc2c(c(=O)n(C)c(=O)n2C)C1c1ccc(C)cc1 (stereo not given)
  3	1	-9	0.9	1	1	0	-18	-0.1	8
- O=C(O)CN1C(c2ccccc2)=Nc2ccc(Br)cc2C1c1ccccc1 (stereo not given)
  -2	1	-4	1.2	-10	1	-4	-18	0.8	-18
- N#C/C(=C/c1ccc([N+](=O)[O-])cc1)C(=O)Nc1ccccc1O
  4	1	5	1.1	-7	1	-1	-36	2.9	-6
- COc1cc2ccccc2c2c1CCCC2=O
  7	1	-10	0.5	-7	0.9	-2	-19	1.1	.
- O=C1OCCC1Sc1nc2cc(Cl)ccc2n1Cc1ccccc1 (stereo not given)
  -2	1.1	-6	0.8	4	1	-10	-8	2.1	20
- COC(=O)c1ccc(Cl)cc1NC(=O)/C=C/c1ccc(C)o1
  -2	1	30	1.1	-4	1	-1	2	13*	-7
- CCOC(=O)Cc1csc(NC(=O)CSc2nc3cccnc3n2CC)n1
  -6	1	4	1.1	-14	1.1	-2	-5	4.8	-6
- CCn1c(COc2ccc(C)cc2)nnc1SCc1nc2ccccc2[nH]1
  -1	1	7	1.5	-25	1	-1	10	-0.1	-54
- COc1ccc(C(=O)NCc2nnc(SCC(=O)N3CCC(C)CC3)o2)cc1OC
  0	1	-6	1.1	-14	1	-3	17	2.6	-9
- Cc1cc(Cl)ccc1C(=O)C1CCCN(C(=O)CCN2CCCO2)C1 (stereo not given)
  -2	1.1	1	1	1	1	-10	7	0.6	-4
- CCOC(=O)N1CCN(C(=O)c2ccc(OCC)c(OCC)c2)CC1
  -3	1	-6	0.8	-9	1	-2	-5	-0.9	17
- CCC(=O)c1cccc2c1N=CC1=C(CC(C)(C)CC1=O)N2
  -7	1.1	16	0.9	-12	1.1	-7	4	-0.2	11
- COc1ccc(/C=N/NC(=O)C(Cc2c[nH]c3ccccc23)NC(=O)OCC(C)C)cc1[N+](=O)[O-] (stereo not given)
  3	1	99*	0.9	-2	1	2	-5	5.3	6
- CCOC(=O)c1c(NC(=O)Cn2nnc(-c3ccccc3Cl)n2)sc(C)c1C
  -2	1	-7	1	-8	1	-2	-2	2.3	1
- COc1ccc(S(=O)(=O)NCCc2nnc3ccc(SCc4cccnc4)nn23)cc1
  -2	1	2	1.1	-9	1	-1	-22	0.8	-10
- Cc1ccc2nc3sc(C(=O)Nc4c(C)[nH]c(=O)[nH]c4=O)c(N)c3cc2c1
  0	0.9	-5	1	-4	1	8	-16	7.6	-2
- O=C(COC(=O)c1cccs1)Nc1ccccc1
  -6	1	-2	0.9	-8	1.1	3	-3	2.1	8
- O=C(N/N=C/c1ccc(Sc2ccccn2)o1)c1cc2ccccc2cc1O
  4	0.7	-14	1.1	-5	1	29	-13	2.1	-10
- Cc1ccc(NC(=O)CN2CCC(C(=O)c3ccc(F)cc3)CC2)cc1
  -5	1.1	-1	1	-10	1.1	-6	9	-0.1	3
- N#CCCN(Cc1cccnc1)S(=O)(=O)c1ccc(S(=O)(=O)NC2CCCCC2)cc1
  -1	1	5	1.1	0	1	3	-14	4.6	-11
- CC(C)C(=O)N1CCC(c2nc(-c3ccc(S(=O)(=O)N4CCN(C)CC4)cc3)no2)CC1
  -5	1	-1	1	-8	1	-2	7	0.3	-2
- Nc1nc(-c2ccc(F)cc2)cs1
  -10	1	2	0.9	-12	1.1	2	2	0.2	6
- Cc1ccc(N(CC(=O)Nc2ccc3c(c2)OCCO3)S(=O)(=O)c2c(C)noc2C)cc1
  -5	1	27	0.9	-16	1.1	-4	1	4.5	10
- Cc1ccc(/C=N/NC(=O)c2ccccn2)o1
  -3	0.8	-6	0.9	-22	1	20	-15	1.8	8
- CC(C(=O)NCCN1C(=O)S/C(=C\c2cccnc2)C1=O)N1C(=O)c2ccccc2C1=O (stereo not given)
  2	1	-6	0.9	4	1	-5	7	0.8	10
- Cn1ccnc1SCCNC(=O)CCc1nnc(CCCCc2ccccc2)o1
  -5	1.1	-2	1	-6	1	-7	-15	2.4	-5
- N#Cc1cc(-c2ccc(Cl)cc2)cnc1Sc1ccccc1
  -4	1.1	-5	0.9	-10	1	-5	.	6.2	10
- CC(C)CC(C(=O)Nc1oc(-c2ccccc2)c(-c2ccccc2)c1C#N)N1C(=O)c2ccccc2C1=O (stereo not given)
  0	1	-11	0.9	-2	1	-3	-20	3.3	10
- O=C(NC(N1CCOCC1)C(Cl)(Cl)Cl)c1ccccc1Cl (stereo not given)
  0	1	1	1.2	-7	1	1	-8	2.8	-18
- CCn1c(SCC(=O)Nc2cc(NC(C)=O)ccc2OC)nnc1-c1cccnc1
  0	1	-2	1	-8	1	0	-13	0.1	1
- Cc1c(-n2c(-c3ccccc3)nc3ccccc3c2=O)c(=O)n(-c2ccccc2)n1C
  -4	1.1	0	1	-7	1	-6	-30	3.5	-3
- CCOC(=O)/C(=N\Nc1ccccc1Cl)N(C)C1CCCCC1
  -2	1	-11	0.9	-11	1	-5	6	-1.2	8
- O=S(=O)(c1cccc(S(=O)(=O)N2CCOCC2)c1)N1CCCCC1
  -11	1	5	1.1	-14	1.1	-4	19	0.0	-10
- Cc1cnc(NC(=O)CSc2ccc(Cl)cc2)s1
  -8	1	10	0.9	-15	1.1	-2	-13	-1.2	10
- CCn1nc(CC(=O)O)c2ccccc2c1=O
  -8	1.1	-2	1	-14	1.1	-5	-1	-0.2	0
- NC(=O)c1cccn1Cc1ccccc1Cl
  -6	1.1	8	1	-13	1.1	-5	4	0.0	-2

As entered above.
Reading of `O=S(=O)(c1cccc(S(=O)(=O)N2CCOCC2)c1)N1CCCCC1` in TNAP act hi DEA: 1.1
Reading of `N#Cc1cc(-c2ccc(Cl)cc2)cnc1Sc1ccccc1` in bIAP inh: 10
Reading of `O=C(NC(N1CCOCC1)C(Cl)(Cl)Cl)c1ccccc1Cl` (stereo not given) in FLuc stim CS: 1
Reading of `Cn1ccnc1SCCNC(=O)CCc1nnc(CCCCc2ccccc2)o1` in Lmaj promast: -2

In a second layout: results already given.
canonical_smiles: Cn1ccnc1SCCNC(=O)CCc1nnc(CCCCc2ccccc2)o1
  TNAP inh hiacc: -5 | FLuc stim CS: 1.1 | Lmaj promast: -2 | bIAP act: 1 | TNAP inh noacc: -6 | TNAP act hi DEA: 1 | FLuc inh counter: -7 | APP transl inh: -15 | RAM inhibit: 2.4 | bIAP inh: -5
canonical_smiles: N#Cc1cc(-c2ccc(Cl)cc2)cnc1Sc1ccccc1
  TNAP inh hiacc: -4 | FLuc stim CS: 1.1 | Lmaj promast: -5 | bIAP act: 0.9 | TNAP inh noacc: -10 | TNAP act hi DEA: 1 | FLuc inh counter: -5 | APP transl inh: . | RAM inhibit: 6.2 | bIAP inh: 10

Limited to bIAP inh, for some of the entries so far:
Molecule	bIAP inh
CCC(=O)c1cccc2c1N=CC1=C(CC(C)(C)CC1=O)N2	11
COC(=O)c1ccccc1NC(=S)N(Cc1ccc2c(c1)OCO2)Cc1cc2ccc(C)cc2[nH]c1=O	-9
